Bioassay records (PubChem BioAssay)
SUMO1-SIM PPI – alters human SUMO1 binding to SIM partners; SUMO1 binding to a labelled peptide, TR-FRET, 1 h; inhibition, % at 20 µM; actives 0.33% (n = 360,000); in the data active = inhibition above about 37%
Target sequence (P63165 whole entry, looked up): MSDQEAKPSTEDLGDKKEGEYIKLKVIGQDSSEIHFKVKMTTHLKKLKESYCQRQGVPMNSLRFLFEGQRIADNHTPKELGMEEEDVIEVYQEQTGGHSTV
Rin1-Abl PPI inh – human Rin1-Abl interaction inhibition; P00519+Q13671; TR-FRET Rin1/Abl binding, biochemical; inhibition, % at 7.35 µM; actives 0.4% (n = 360,000); in the data active = inhibition above about 5%, passing the limit was not always enough
Neddyl block – inhibitors of human cullin neddylation. calls only at 25 µM. AID 651699. TR-FRET cullin neddylation, biochemical. actives 0.58% (n = 360,000). P61081+Q13564; in the data active = inhibition above about 36%
LMPTP inh – LMPTP (human) inhibition. recombinant LMPTP-A, OMFP fluorogenic substrate, fluorescence intensity. inhibition, % at 20 µM. AID 651560. actives 0.22% (n = 360,000);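 active = compounds that cut the enzyme signal by at least half of the control window in the single-dose screen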;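 note: plate controls were DMSO wells with enzyme plus substrate for no effect and substrate without enzyme for full effect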
Target sequence (P24666 whole entry, looked up): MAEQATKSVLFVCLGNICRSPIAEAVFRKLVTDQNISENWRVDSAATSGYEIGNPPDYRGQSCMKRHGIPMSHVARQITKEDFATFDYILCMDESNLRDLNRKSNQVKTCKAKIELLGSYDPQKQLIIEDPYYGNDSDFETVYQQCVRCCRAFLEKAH
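Test system: LMPTP-A phosphatase enzyme; input: 0.625 nM LMPTP-A final; reagent: OMFP substrate, 400 µM final; compound dosing: 20 µM single dose, 3% DMSO; incubation: 50 min dark incubation at room temperature; measured by: endpoint fluorescence intensity from OMFP dephosphorylation; measure: % inhibition relative to no-enzyme and uninhibited control wells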
NadD block – inhibitors of Staphylococcus aureus NadD. purified NadD enzyme, colorimetric absorbance read-out. inhibition, % at 20 µM. actives 0.78% (n = 360,000). AID 602399; in the data active = inhibition above about 26%; note: some compounds past the cut are filed as inactive
DNMT1 inh – DNMT1 (human) enzyme inhibition. P26358. DNMT1 molecular beacon, Hinp1I cleavage, fluorescence. inhibition (reported as % activation of signal), % at 10 µM. actives 0.83% (n = 360,000); in the data active = inhibition above about 50%
CSN deneddyl inh – inhibitors of human CSN-mediated cullin deneddylation; actives 0.38% (n = 360,000); Purified CSN, SCF-Nedd8-OG deneddylation, fluorescence polarization; Q92905; inhibition, % at 12.5 µM; AID 651999;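 active = pattern-corrected inhibition above about 35%, with an unprinted fluorescence ratio check between 0.5 and 1.5, limit read from the data, passing the limit was not always enough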;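 note: 0% = enzyme with substrate and 100% = substrate without enzyme; some results filed as inactive read as strong as hits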
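Assay system: Purified human Csn5 enzyme expressed in HEK293T cells | Amount: Enzyme 0.24 nM | Measured by: Fluorescence polarization readout | Medium: Tris/NaCl/DTT buffer, pH 7.5 | Compound dosing: One concentration, 12.5 µM, 0.25% DMSO | Times: 90 min incubation of compound, enzyme and substrate at room temperature | Control set: no-enzyme wells high, enzyme-with-substrate wells low | Read-out: % inhibition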
Rpn11 inh – inhibitors of human proteasome Rpn11; O00487; human 26S proteasome, Ub4-pepOG fluorescence polarization; 20S core pre-blocked with epoxomicin; calls only at 20 µM; actives 0.59% (n = 360,000); AID 588493;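 active = inhibition at 20 µM, scaled to each plate's controls, above about 33%, limit read from the data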
Scp-1 inhibitor – blocks human Scp-1 phosphatase activity | Recombinant Scp1, phosphopeptide, malachite green phosphate absorbance | inhibition, % at 20 µM | actives 0.88% (n = 340,000) | AID 493091;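 active = inhibition above about 50% at 20 µM, limit read from the data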;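 note: plate controls were DMSO wells with enzyme for no effect and wells lacking enzyme for full effect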
Target sequence (Q9GZU7 76-261 limits assumed): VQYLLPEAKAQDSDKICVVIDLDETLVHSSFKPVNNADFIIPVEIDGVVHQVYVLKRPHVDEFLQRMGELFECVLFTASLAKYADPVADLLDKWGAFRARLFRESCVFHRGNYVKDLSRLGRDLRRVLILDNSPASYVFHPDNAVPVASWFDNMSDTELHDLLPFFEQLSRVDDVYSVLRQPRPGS
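System: SCP-1 catalytic domain; Reagent: Phospho 17-mer peptide substrate; Doses: one concentration, 20 µM, with 1.0% DMSO; Incubation: 45 min room-temperature reaction, 5 min colour, 30 min stabiliser; Signal: Phosphate-binding colour reagent, absorbance read at 630 nm.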
STEP block – blocks human striatal-enriched tyrosine phosphatase | recombinant STEP, OMFP fluorogenic substrate, fluorescence | inhibition, % at 20 µM | actives 0.25% (n = 360,000) | P54829 | AID 588621;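 active = inhibition at 20 µM, scaled per plate between control wells, above about 37%, limit read from the data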;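 note: 0% = DMSO with enzyme and substrate and 100% = substrate only without enzyme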
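Assay system: isolated STEP enzyme. Buffer or medium: pH 6.0 Bis-Tris with DTT and Tween 20. Also added: fluorogenic phosphatase substrate OMFP at 25 µM final. Dosing: 20 µM, 1% DMSO. Timing: 20 min reaction, room temperature, in the dark. Measured by: fluorescence intensity, excitation 480 nm, emission 540 nm. Evaluation: normalized % inhibition.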
The depositor's hits bear a star; i = inactive; nt = no result given.

# | SMILES | SUMO1-SIM PPI | Rin1-Abl PPI inh | Neddyl block | LMPTP inh | NadD block
1 | Cc1ccc(/C=C2\CCOC2=O)cc1 | -17 | -2 | i | -1.5 | -8
2 | COc1ccc(N2CC(O)(c3ccc(F)cc3)[N+]3=C2CCCC3)cc1 (configuration not stated) | 0 | -3 | i | -0.1 | -8
3 | COc1ccc(C2/C=C\CC(NC(=O)OCC3c4ccccc4-c4ccccc43)CC(=O)N2Cc2ccccc2F)cc1 (configuration not stated) | -1 | 1 | i | 1.6 | 4
4 | CC(=O)Nc1sc(NC(=O)c2ccc(Cl)cc2)nc1-c1cccs1 | 4 | -5 | i | 0.4 | -3
5 | Cc1cccc(C(=O)N2CCC(N3CCC(C(=O)N4CCOCC4)CC3)CC2)c1 | 1 | 1 | i | 5.5 | 2
6 | Cc1ccccc1Cn1nc(C)c(NC(=O)c2cc(CC(C)C)on2)c1C | -1 | 0 | i | 0.5 | -7
7 | c1ccc(Cc2ccc(OCCn3ccnc3)cc2)cc1 | 3 | 0 | i | 1.5 | 4
8 | COc1ccc(CC(=O)OCC(=O)Nc2cccc(Cl)c2)cc1 | 4 | 1 | i | -0.3 | -10
9 | Cc1cc(C)n2nc(SC(C)C(=O)N(C)C3CCCCC3)nc2n1 (configuration not stated) | -2 | 1 | i | -0.8 | 4
10 | Cc1cccc2c1NC(=O)C2=O | -10 | -2 | i | 0.9 | 4
11 | CCOCC(=O)Nc1cc(C(=O)Nc2ccccc2)ccc1Cl | 0 | 2 | i | 0.2 | 2
12 | Cc1ccc([N+](=O)[O-])cc1NC(=O)c1ccc(-c2ccccc2)cc1 | -4 | 7 | i | -1.2 | 20

# | DNMT1 inh | CSN deneddyl inh | Rpn11 inh | Scp-1 inhibitor | STEP block
1 | 2 | -2 | i | -7 | 1
2 | 2 | -3 | i | -3 | -2
3 | -6 | 0 | i | -7 | 0
4 | 6 | 3 | i | -6 | -3
5 | 1 | -1 | i | -10 | 3
6 | 0 | 2 | i | -2 | 2
7 | -1 | 0 | i | -2 | -1
8 | -4 | -8 | i | -7 | 0
9 | 0 | -2 | i | -15 | 2
10 | 50* | 18 | i | 48 | 3
11 | 2 | 3 | i | -1 | 2
12 | 20 | -3 | i | 3 | -4

The list goes on.
# | SMILES | SUMO1-SIM PPI | Rin1-Abl PPI inh | Neddyl block | LMPTP inh | NadD block
13 | CS(=O)(=O)c1ccc(Cl)c(NC(=O)CCl)c1 | -3 | 0 | i | -2.1 | 4
14 | CCCCNC(=O)C1(C)CCN1C(=O)c1cc(-c2cccs2)oc1C (configuration not stated) | -6 | -5 | i | -0.8 | -7
15 | Cc1cc(C)n(-c2nnc(SCC(=O)NC3CCCC3)c3ccccc23)n1 | 1 | -2 | i | -2.1 | 1
16 | CC(=O)OC1CCC2(C)C(=CCC3C2CCC2(C)C3CC3ON=C(C)C32)C1 (configuration not stated) | -1 | 5 | i | -0.5 | -6
17 | Nc1ccc(S(=O)(=O)Nc2nccc(/C=C/c3ccc(Cl)cc3Cl)n2)cc1 | 0 | -3 | i | 2.9 | 23
18 | O=C(CSc1nc(SCC(=O)NCc2ccccc2)n(-c2ccccc2)n1)NCc1ccccc1 | 2 | 4 | i | 1.3 | -5
19 | Cc1ccc(S(=O)(=O)N2CCC(C(=O)N[C@H](C(=O)N3CCN(C)CC3)C(C)C)CC2)cc1 | -3 | -2 | i | -2.3 | -7
20 | COc1ccc(N=C2SC(C(=O)O)CC(=O)N2C)cc1 (configuration not stated) | -3 | -1 | i | -1.5 | 0
21 | COCC(=O)Nc1ccc(C)c(Cl)c1 | -1 | 1 | i | -0.6 | -3
22 | Cc1ccc(OC2CCN(C(=O)[C@H]3O[C@@H](n4ccc(=O)[nH]c4=O)[C@H](O)[C@@H]3O)CC2)cc1 | 5 | 0 | i | -0.8 | -4
23 | NNC(=O)Cn1c(-c2ccccn2)nc2ccccc21 | 2 | -1 | i | -1.4 | -2
24 | Cc1ccc(F)cc1C(=O)N1CCCC(c2cc(C(=O)Nc3ccccc3)no2)C1 (configuration not stated) | 3 | -2 | i | -0.5 | -6

# | DNMT1 inh | CSN deneddyl inh | Rpn11 inh | Scp-1 inhibitor | STEP block
13 | 1 | 3 | i | 4 | -2
14 | -4 | -2 | i | nt | -1
15 | 2 | 1 | i | -11 | 2
16 | 3 | 1 | i | -5 | 4
17 | -3 | -2 | i | 12 | -4
18 | 1 | 0 | i | -11 | 1
19 | 3 | -3 | i | 0 | -3
20 | -8 | 0 | i | 6 | 3
21 | 3 | -6 | i | -8 | -4
22 | -7 | 4 | i | nt | -1
23 | 0 | 3 | i | -9 | 1
24 | -2 | 4 | i | nt | -1

Along the list, as entered above:
Entries 4 to 8 in LMPTP inh, in turn: 0.4, 5.5, 0.5, 1.5, -0.3
Entries 4 to 8 in Rin1-Abl PPI inh, in turn: -5, 1, 0, 0, 1
Entries 4 to 8 in Scp-1 inhibitor, in turn: -6, -10, -2, -2, -7

No new results follow: entries from further up.
# | SMILES | SUMO1-SIM PPI | Rin1-Abl PPI inh | Neddyl block | LMPTP inh | NadD block
21 | COCC(=O)Nc1ccc(C)c(Cl)c1 | -1 | 1 | i | -0.6 | -3
22 | Cc1ccc(OC2CCN(C(=O)[C@H]3O[C@@H](n4ccc(=O)[nH]c4=O)[C@H](O)[C@@H]3O)CC2)cc1 | 5 | 0 | i | -0.8 | -4
23 | NNC(=O)Cn1c(-c2ccccn2)nc2ccccc21 | 2 | -1 | i | -1.4 | -2
24 | Cc1ccc(F)cc1C(=O)N1CCCC(c2cc(C(=O)Nc3ccccc3)no2)C1 (configuration not stated) | 3 | -2 | i | -0.5 | -6

# | DNMT1 inh | CSN deneddyl inh | Rpn11 inh | Scp-1 inhibitor | STEP block
21 | 3 | -6 | i | -8 | -4
22 | -7 | 4 | i | nt | -1
23 | 0 | 3 | i | -9 | 1
24 | -2 | 4 | i | nt | -1
